HCMV antiviral – blocks human cytomegalovirus replication. 410,000 compounds, 4.5% hits. HFF cells, HCMV-luciferase reporter, 72 h; stronger effect = lower value. activity change, negative = inhibition, % at 57.5 µM. AID 1259415; in the data active = activity change below about -60%; inconclusive = no clear call, values can overlap the other calls; inactive = above about -39%
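Compounds were evaluated in HFFs infected with an HCMV luciferase reporter virus (MOI 1 PFU/cell). Luciferase in lysates collected 72 h post infection served as the replication measure.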
HCV inhibitor – inhibitors of hepatitis C virus infection; Huh7.5.1 HCVcc-Cre infection, luciferase reporter, 44 h; Potency, µM (top dose mostly 41.8 µM), without a hit: at the highest dose activity change, negative = inhibition, usual class: inhibitors; 340,000 compounds, 3.4% hits; AID 651820; also: potency is read from the fitted curve at half-maximal effect
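After 44 h co-culture of compound, cells and HCVcc-Cre (~0.5 moi), substrate is added for 15 min at room temperature and luciferase measured over 15 sec. Cells were seeded at 1,000/well and pre-cultured 4 h.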
AmpC inh no detg – blocks E. coli AmpC beta-lactamase in detergent-free assay; Potency, µM (top dose mostly 57.1 µM), without a hit: at the top dose activity change, negative = inhibition, hits mostly inhibitors; AID 485341; AmpC nitrocefin hydrolysis, absorbance 480 nm, 0.0001% Triton; 330,000 compounds, 0.52% hits; P00811;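 also: potency is read from the fitted curve at half-maximal effect; plate controls were no compound for no effect and no enzyme for full effect; nearly all actives have a fitted effect of over 20% in size; some results filed as inactive show a strong effect at the top dose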
Target sequence (P00811 whole entry, looked up): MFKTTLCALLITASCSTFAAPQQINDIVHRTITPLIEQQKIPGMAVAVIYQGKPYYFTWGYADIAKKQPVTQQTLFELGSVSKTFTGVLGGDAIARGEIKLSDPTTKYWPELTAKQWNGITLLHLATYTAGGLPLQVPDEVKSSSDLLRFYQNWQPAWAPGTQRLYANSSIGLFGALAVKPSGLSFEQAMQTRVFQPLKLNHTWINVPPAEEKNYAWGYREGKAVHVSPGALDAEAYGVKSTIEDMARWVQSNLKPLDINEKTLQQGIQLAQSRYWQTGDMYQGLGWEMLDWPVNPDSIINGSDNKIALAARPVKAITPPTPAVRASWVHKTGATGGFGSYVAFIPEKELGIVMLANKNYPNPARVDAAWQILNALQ
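20 mM phosphate pH 7.0 + 0.01% (detergent screen) or 0.0001% Triton X-100; 5.3 nM AmpC reagent; cpd preinc 15 min RT; nitrocefin (800 uM stock) to start; A480 q20 s × 4 min; Activity was normalised to no-enzyme and no-compound control wells.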
AmpC detergent – blocks E. coli AmpC beta-lactamase in detergent assay; AmpC hydrolysis of nitrocefin, absorbance 480 nm, 0.01% Triton; Potency, µM (doses to about 114 µM), for the others: top-dose activity change, negative = inhibition, hits mostly inhibitors; 370,000 compounds, 0.041% hits; P00811;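 also: potency is read from the fitted curve at half-maximal effect; 0% = no-compound wells and -100% = no-enzyme wells; nearly all actives have a fitted effect of over 25% in size; some results filed as inactive show a strong effect at the top dose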
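AmpC (5.3 nM in the dispensed reagent) in 20 mM phosphate pH 7.0 with 0.01% (detergent screen) or 0.0001% Triton X-100 was preincubated with compounds for 15 min at room temperature. Nitrocefin was then added from an 800 uM solution, and hydrolysis was followed at 480 nm.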
Giardia FBPA inh – blocks Giardia fructose-bisphosphate aldolase activity. purified Giardia FBPA. 290,000 compounds, 0.71% hits. Potency, µM (highest dose often 59.6 µM), without a hit: at the top dose activity, negative = inhibition, hits mostly inhibitors; also: potency is read from the fitted curve at half-maximal effect; nearly all actives have a fitted effect of over 55% in size
Target sequence (A8B2U2 whole entry, looked up): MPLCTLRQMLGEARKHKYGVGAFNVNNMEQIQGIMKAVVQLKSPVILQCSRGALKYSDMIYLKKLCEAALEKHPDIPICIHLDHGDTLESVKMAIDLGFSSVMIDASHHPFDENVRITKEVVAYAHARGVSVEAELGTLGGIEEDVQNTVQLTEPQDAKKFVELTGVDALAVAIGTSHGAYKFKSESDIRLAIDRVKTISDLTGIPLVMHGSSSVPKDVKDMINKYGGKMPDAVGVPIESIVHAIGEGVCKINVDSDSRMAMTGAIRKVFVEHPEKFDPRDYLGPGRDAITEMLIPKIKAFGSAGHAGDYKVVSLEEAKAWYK
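40 nM FBPA preincubated 10 min at RT with compound (up to 57.5 uM final), then substrate plus GAPDH/TPI/NAD/arsenate coupling and diaphorase/resazurin added. Fluorescence read after 20 min at RT, 525/598 nm.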
Sm TGR inh – S. mansoni TGR enzyme inhibition. AID 485364. 360,000 compounds, 3% hits. purified TGR, DTNB reduction, TNB absorbance 405 nm. Potency, µM (doses to about 114 µM), inactives show at the top dose activity change, negative = inhibition, hits mostly inhibitors. Q962Y6; also: potency is read from the fitted curve at half-maximal effect; nearly all actives have a fitted effect of over 60% in size
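TGR 20 nM + NADPH 100 uM (dispensed conc.), cpd preinc 15 min RT; start with NADPH (500 uM addition) then DTNB (15 mM addition). Kinetic TNB absorbance, 405 nm filter. Four-parameter Hill fit across titration.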
Starred values were filed as active, the others as inactive; ? = inconclusive; nt = not tested or not shown; & = joins results of further samples; [ ] = remark or other dose. Unless noted, calls follow the shape of the dose curve; as a rule, active = well fitted curve in the direction sought with a large enough effect; inconclusive = small, poorly fitted or top-dose-only effect, or another doubt; inactive = no such curve, though single readings can be large; an effect the other way counts as inactive or inconclusive. Unless noted, % is scaled to controls: 0 for no effect and ±100 for the full control effect.

Order of values – AmpC detergent	AmpC inh no detg	Sm TGR inh	HCV inhibitor	Giardia FBPA inh	HCMV antiviral
- CN(C(=O)c1cc2sccc2n1C)C1CCCCC1
→ 0%	24%	-7%	2%	-3%	12
- COCc1nc2ccccc2n1Cc1ccccc1C
→ 1%	27%	3%	-7%	1%	9
- Nc1nc(C(=O)N2CCOCC2)nn1S(=O)(=O)c1ccc(Cl)cc1
→ -14%	-14%	0%	-10%&13%	-13%	17
- Cc1nnc(SCc2ccc(C(=O)c3ccc(Cl)cc3)o2)n1-c1ccccc1
→ -4%	119%[activator]	?	?	0%	6
- CN(CC(=O)Nc1nccs1)S(=O)(=O)c1ccc(F)cc1
→ 0%	-23%	3%	24%	-6%	-6
- CCC(C(=O)NCCc1cc(OC)ccc1OC)n1nc(C)c2sc3ccccc3c2c1=O (configuration not stated)
→ -1%	nt	1%	nt	nt	-26
- CC(C)(C)[C@H](NC(=O)c1ccc(N)c(Cl)c1)C(=O)N1CCC[C@H]1C(=O)N[C@H](C#N)Cc1nn[nH]n1
→ ?	-15%	?	nt	nt	nt
- CCOC(=O)C(=O)N/N=C/c1ccc(F)cc1
→ 5%	-3%	14%	21%	1%	-19
- COc1cc(/C=C/C(=O)Nc2ccc3[nH]c(=O)[nH]c3c2)cc(OC)c1OC
→ -4%	8%	-15%	-23%	-6%	8
- Cc1cc(OCCN2CC(C)OC(C)C2)ccc1[N+](=O)[O-] (configuration not stated)
→ -3%	19%	32%	nt	?	92
- CCOc1cc(CNCCO)c(Cl)cc1OCC(=O)NCCc1ccccc1
→ ?	23%	2%	?	0%	52
- CC(C)(C)NC(=O)c1nc2ccccc2s1
→ -14%	-9%	9%	17%	-6%	2
- Cc1cc[n+](C2=C([O-])c3ccccc3C(=O)/C2=N\S(=O)(=O)c2cccs2)cc1C
→ -12%	-45%	-29%	11µM*	?	4
- CC(=O)c1c(N2CCN(C)CC2)[nH]c(-c2ccccc2)nc1=S
→ -5%	9%	-22%	-3%	nt	12
- COC(=O)c1ccc(NC(=O)Cn2nc(C)cc2C)cc1
→ -4%	-20%	0%	-2%	0%	27
- O=C(O)COc1ccccc1/C=N/NC(=O)CSc1nc2ccccc2c(=O)n1-c1ccc(Cl)cc1
→ -1%	-19%	10%	0%	1%	0
- O=C(NCC(c1cccs1)N1CCOCC1)c1cc(-c2ccccn2)nc2ccccc12 (configuration not stated)
→ -10%	5%	-6%	-16%	2%	?
- Fc1cccc(COc2ccccc2C(=S)N2CCCC2)c1
→ 4%	-25%	8%	?	-26%	?
- O=c1c2ccc(Cl)cc2nc2n1CC/C2=C\c1cccc(O)c1
→ -3%	-14%	1%	-11%	-16%	52
- CCSc1nnc(NC(=O)CSc2nc3c(c(=O)n2CC)SC(C)C3)s1 (configuration not stated)
→ ?	-16%	-4%	?	-1%	-17

The listing continues:
Order of values – AmpC detergent	AmpC inh no detg	Sm TGR inh	HCV inhibitor	Giardia FBPA inh	HCMV antiviral
- CCOC(=O)CSc1nc(-c2ccccc2)nc2c1oc1ccccc12
→ -6%	-8%	-3%	8%	nt	5
- COc1ccc(S(=O)(=O)N2CCOC23CCN(S(=O)(=O)c2cccs2)CC3)cc1
→ 0%	-16%	?	6%	nt	-11
- Cc1cccc(N2CCN(CCNC(=O)Nc3ccc(Cl)cc3)CC2)c1C
→ 6%	nt	-4%	nt	nt	-99*
- O=C(NCc1ccco1)c1cnc2ccccn2c1=O
→ ?	-12%	?	18%	-2%	26
- Cc1c(CC(=O)N[C@H](C(=O)O)C(C)C)c(=O)oc2cc3c(cc12)CCC(C)(C)O3
→ 2%	-19%	11%	5%	2%	86
- CC(=O)Nc1ccc(C(=O)OCC(=O)NCc2ccc(Cl)cc2)cc1
→ 9%	-4%	-6%	nt	2%	nt
- N#Cc1c(-c2ccc(Cl)cc2)nc2n(c1=O)CCCS2
→ 1%	-35%	0%	-8%	5%	-35
- CC(C)Cc1nnc(NC(=O)C2CC(=O)N(c3ccc4c(c3)OCCO4)C2)s1 (configuration not stated)
→ 3%	38%	-6%	7%	nt	0
- CCCCCN(C(=O)CCC(=O)OCc1cc(C(C)=O)ccc1OC)c1c(N)n(CCCC)c(=O)[nH]c1=O
→ -4%	81%[activator]	-30%	?	nt	-5
- Cc1ccc(Nc2nc(C)cs2)cc1
→ 3%	-22%	0%[57.1 µM]	14%	-20%	6
- CCCn1c(SCC(=O)N(C2CCCCC2)C2CCS(=O)(=O)C2)n[nH]c1=O (configuration not stated)
→ 5%	-5%	-19%	2%	nt	10
- COc1ccc(NC(=O)C(=O)NCCN2CCN(C(=O)C(c3ccccc3)c3ccccc3)CC2)cc1
→ -1%	45%	-4%	-4%	-1%	25
- COc1cccc(CNC(=O)C(=O)NCCC2CCCCN2S(=O)(=O)c2cccs2)c1 (configuration not stated)
→ ?	-3%	1%	-3%	nt	-10
- COc1ccccc1N1CCN(c2ccc(-c3nc(-c4ccccc4)no3)cc2[N+](=O)[O-])CC1
→ 0%	nt	-2%	nt	nt	18
- COc1cccc(C(=O)O/N=C(\N)c2ccncc2)c1OC
→ -8%	-1%	0%	5%	1%	-36
- O=C(Cc1ccccc1)N/N=C/c1ccc(OCC(=O)Nc2ccccc2)cc1
→ -2%	?	1%	-4%	-2%	6
- COc1ccc(NC(=O)C2CCCN(S(=O)(=O)c3cccc4cccnc34)C2)cc1 (configuration not stated)
→ -1%	-45%	-3%	-26%	-6%	-1
- O=[N+]([O-])c1cc(C(F)(F)F)cc([N+](=O)[O-])c1N1CCCNCC1
→ 2%	-22%	?	?	3%	-22
- O=C(Nc1ccc(Cl)c(Cl)c1)Nc1ccc([N+](=O)[O-])cn1
→ -3%	-18%	-6%	-3%	-3%	-9
- COc1ccc(CCNC(=O)c2ccc(Cn3c(=O)c4ccccc4n(Cc4cccc(C)c4)c3=O)cc2)cc1OC
→ 12%	nt	4%	nt	nt	4

Going on with the list.
Order of values – AmpC detergent	AmpC inh no detg	Sm TGR inh	HCV inhibitor	Giardia FBPA inh	HCMV antiviral
- COc1ccccc1NS(=O)(=O)c1cc(C(=O)NCC(c2cccs2)N2CCOCC2)ccc1C (configuration not stated)
→ -23%	56%	-13%	?	nt	-26
- COCCn1c(SCC(=O)NC(=O)NC(C)C)nc2ccccc21
→ 2%	1%	-19%	-1%	1%	-4
- C=CCNC(=S)NNC(=O)CCC(O)COCCC(C)C (configuration not stated)
→ -7%	-13%	2%	3%	-16%	?
- COc1ccc2c(c1)OC(O)(C(F)F)CC2=O (configuration not stated)
→ 4%	-15%	-4%	-28%	5%	9
- COc1cccc2c1OCC([C@@H]1C[C@H]3CN(Cc4cccc(Cl)c4)C(=O)[C@]34CCCN14)=C2
→ 7%	199%[activator]	0%	?	2%	12
- COc1ccc(NC(=O)C2CCN(S(=O)(=O)c3cccc4nonc34)CC2)cc1
→ -6%	-15%	-16%	6%	6%	24
- Cc1c(NC(=O)c2ccc(S(=O)(=O)N3CCOCC3)cc2)cccc1[N+](=O)[O-]
→ -14%	-5%	-2%	11%	nt	-16
- Cc1cc(=O)oc(C)c1C(=O)Nc1ccc(F)cc1
→ -4%	-4%	0%	15%	4%	18
- C=CCNc1sc(C(=O)c2ccc(Br)s2)c(N)c1C#N
→ -5%	-21%	-8%	-22%	5%	19
- O=C(CN1CCCC1=O)NC1CCCc2c1cnn2-c1cc(F)cc(F)c1 (configuration not stated)
→ 0%	-18%	-31%	5%	0%	?
- CN(C)S(=O)(=O)c1ccc(C(=O)Nc2nnc(SCc3ccccc3)s2)cc1
→ -1%	-20%	-14%	15%	6%	-39
- O=C(Cn1cnc2cc([N+](=O)[O-])ccc2c1=O)Nc1cccc(S(=O)(=O)N2CCOCC2)c1
→ -14%	152%[activator]	5%	?	-9%	-12
- S=C(NCc1ccccc1)N1CCn2cccc2C1c1ccncc1 (configuration not stated)
→ -1%	-1%	?	-2%	-8%	39
- CCc1ccccc1NC(=O)CCS(=O)(=O)c1cccc2nonc12
→ 2%	nt	-30%	nt	nt	-1
- CCn1c(=N)n(CC(=O)c2ccc(Br)s2)c2ccccc21
→ -7%	40%	2%	?	4%	14
- CC(C)(C)OC(=O)C[C@@H]1C/C=C\C[C@H](CC(=O)N[C@H](CO)Cc2ccccc2)C(=O)N[C@@H](Cc2c[nH]c3ccccc23)COC1=O
→ nt	270%[activator]	nt	?	nt	-16
- Cc1nc2ccccc2cc1OCc1ccc(F)cc1
→ -12%	-5%	8%	?	-3%	-83*
- O=C(c1ccc([N+](=O)[O-])cc1)N1CCC(n2nnc3cc(F)ccc32)CC1
→ -10%	-9%	5%	3%	16%	-12
- COc1ccc(Br)cc1C(=O)Nc1ccc(C(=O)O)cc1
→ -11%	-29%	1%	?	14%	30
- O=C(N/N=C/c1ccco1)c1[nH]ncc1Br
→ -8%	-7%	-14%	nt	nt	-35

Retrieved by compound from the list above:
Order of values – AmpC detergent	AmpC inh no detg	Sm TGR inh	HCV inhibitor	Giardia FBPA inh	HCMV antiviral
- O=C(NCC(c1cccs1)N1CCOCC1)c1cc(-c2ccccn2)nc2ccccc12 (configuration not stated)
→ -10%	5%	-6%	-16%	2%	?
- CC(C)(C)NC(=O)c1nc2ccccc2s1
→ -14%	-9%	9%	17%	-6%	2

The list goes on:
Order of values – AmpC detergent	AmpC inh no detg	Sm TGR inh	HCV inhibitor	Giardia FBPA inh	HCMV antiviral
- CCN1C(=O)CSC1=NC12CC3CC(CC(C3)C1)C2
→ -4%	-17%	2%	25%	4%	-9
- Cc1ccc(S(=O)(=O)C2(C(=O)Nc3cccc(F)c3)CC2)cc1
→ ?	2.8µM*	1%	-8%	1%	?
- O=C(NCc1ccc2c(c1)OCO2)C(C(=O)c1ccccc1)n1cc(Cl)ccc1=O (configuration not stated)
→ ?	-32%	-23%	36%[activator]	1%	-6
- NC(=O)C1CCN(C(=O)c2ccccc2CCc2ccccc2)CC1
→ -16%	9%	-13%	10%	1%	-11
- CN(CC(=O)Nc1ccccc1Cl)C(=O)COc1cccc2c1OC(C)(C)C2
→ ?	-4%	27%	-3%	nt	-11
- COC(=O)c1cn[nH]c1NC(=S)Nc1ccc(Cl)c(Cl)c1
→ ?	-37%	0%	-28%	2%	?
- Cc1ccc(S(=O)(=O)N2CCOCC2)cc1C(=O)NCC1CCCO1 (configuration not stated)
→ 2%	4%	7%	8%	nt	-19
- Cc1cccc(Cn2c(C)nc3ccc([N+](=O)[O-])cc3c2=O)c1
→ 3%	16%	10%	?	9%	-3

Taken from above.
Result for `Cc1ccc(S(=O)(=O)C2(C(=O)Nc3cccc(F)c3)CC2)cc1` under AmpC inh no detg: 2.8µM*
Result for `O=C(NCc1ccco1)c1cnc2ccccn2c1=O` under HCMV antiviral: 26

Assay outcomes deposited in PubChem by National Center for Advancing Translational Sciences (NCATS).
